Screening results deposited in PubChem by National Center for Advancing Translational Sciences (NCATS).
D1 antag: human D1 dopamine receptor antagonism. AID 504652. HEK293 TREx D1 cells, calcium flux, dopamine EC80; stronger effect = lower value. activity change, negative = inhibition, % at 10 µM. hit rate 3.2% among 360,000; in the data active = activity change below about -30%; note: % is set by controls: 0 for no effect and ±100 for the full control effect
Target sequence (P21728 whole entry, looked up): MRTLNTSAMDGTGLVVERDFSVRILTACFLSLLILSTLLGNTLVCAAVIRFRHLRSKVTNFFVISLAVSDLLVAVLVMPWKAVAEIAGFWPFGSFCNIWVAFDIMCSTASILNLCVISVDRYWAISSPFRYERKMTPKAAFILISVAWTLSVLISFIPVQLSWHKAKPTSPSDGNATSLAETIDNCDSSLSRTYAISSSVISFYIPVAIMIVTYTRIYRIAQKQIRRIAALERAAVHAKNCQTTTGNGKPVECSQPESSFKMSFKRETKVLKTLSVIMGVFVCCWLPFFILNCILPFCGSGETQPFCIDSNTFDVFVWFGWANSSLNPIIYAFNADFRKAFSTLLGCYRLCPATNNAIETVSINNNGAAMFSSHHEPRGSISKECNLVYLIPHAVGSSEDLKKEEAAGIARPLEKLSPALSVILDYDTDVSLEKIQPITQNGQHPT
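Using tetracycline-induced force-coupled D1 Hek293 cells and a calcium dye, signals were followed for 180 s after compound, then for 180 s after EC80 dopamine, to detect inhibitors.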
Vif-A3G inh: Vif-A3G binding inhibition; Q9HC16; HeLa A3G-eYFP + Vif (tagged APOBEC3G with the HIV-1 protein that degrades it), YFP fluorescence, overnight; Potency, µM (titrated, usually from 46.1 µM), for the others: at the highest dose activity, negative = active, usual class: inhibitors; hit rate 0.076% among 410,000;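 note: potency is the fitted concentration of half-maximal effect; % is set by controls: 0 for no effect and ±100 for the full control effect; nearly all actives have a fitted effect of over 60% in size; hits raise eYFP signal because A3G escapes Vif-driven loss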
Target sequence (Q9HC16 whole entry, looked up): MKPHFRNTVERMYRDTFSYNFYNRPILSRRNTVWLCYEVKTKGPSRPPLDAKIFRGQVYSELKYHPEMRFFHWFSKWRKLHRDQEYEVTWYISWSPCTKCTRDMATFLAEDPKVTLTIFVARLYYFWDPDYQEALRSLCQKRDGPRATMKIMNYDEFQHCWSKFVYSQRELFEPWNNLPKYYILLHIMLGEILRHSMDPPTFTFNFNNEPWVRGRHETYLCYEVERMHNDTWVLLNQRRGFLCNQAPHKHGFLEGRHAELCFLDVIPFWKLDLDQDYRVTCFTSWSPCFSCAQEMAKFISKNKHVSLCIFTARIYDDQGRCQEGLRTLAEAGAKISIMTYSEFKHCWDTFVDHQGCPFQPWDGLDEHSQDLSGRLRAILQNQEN
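Read-out is eYFP fluorescence (Ex 488/Em 500-530) from Vif-expressing HeLa A3G-eYFP cells; more signal means A3G escaped Vif-mediated degradation. Cells plated overnight, compound pinned in, incubated overnight at 37 deg C.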
Vif-APOBEC3F blk: Vif-A3F binding inhibition. HeLa A3F-eYFP + Vif (tagged APOBEC3F with the HIV-1 protein that degrades it), YFP fluorescence increase. Potency, µM (top dose mostly 46.1 µM), for the others: at the highest dose activity, negative = active. hit rate 0.2% among 390,000. AID 602313; note: potency is the fitted concentration of half-maximal effect; % of control where 0% means no effect; nearly all actives have a fitted effect of over 65% in size
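HeLa cells stably expressing Vif plus C-terminally eYFP-tagged A3F were seeded, incubated overnight at 37 deg C, dosed with compound, incubated overnight again at 37 deg C. Yellow fluorescence (Ex 488/Em 500-530) reported blocked Vif-mediated A3F-eYFP degradation.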
D1 PAM: enhances dopamine response at the human D1 receptor | P21728 | HEK293 TREx D1 cells, calcium flux, dopamine EC20 potentiation | potentiation, % at 10 µM | hit rate 0.036% among 360,000 | AID 504651; in the data active = potentiation above about 30%; note: 0% is about no effect
RXFP1 agonist: activates the human relaxin receptor RXFP1. AID 2676. HEK293T-RXFP1 cAMP TR-FRET, 30 min; response scale: percent of porcine relaxin response, buffer zero. Q9HBX9. hit rate 0.3% among 370,000. Potency, µM (series often up to 57.5 µM), for the others: at the highest dose activation, usual class: activators; note: potency is the fitted concentration of half-maximal effect; % is set by controls: 0 for no effect and ±100 for the full control effect; nearly all actives have a fitted effect of over 60% in size; many of its hits are not listed in these tables
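HEK293T cells stably expressing RXFP1 were pretreated with the PDE4 inhibitor Ro 20174, exposed to compounds for 30 min at 37C, lysed, and cAMP was read by TR-FRET. Data normalized to buffer (basal) and 29 nM porcine relaxin (100%).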
RXFP1 antagonist: antagonists of human relaxin receptor RXFP1; HEK293-RXFP1, relaxin-stimulated cAMP HTRF, 30 min; stronger effect = lower value; activity change, negative = inhibition, % at 57.5 µM; hit rate 0.59% among 350,000; AID 1259400;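 active = activity change of -60% or lower, but not beyond a set lower limit; inconclusive = change between -60% and -40%, or beyond the set limit; inactive = change above -40%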; note: % is set by controls: 0 for no effect and ±100 for the full control effect
D2 potentiator: positively modulates the human D2 dopamine receptor allosterically | AID 485347 | potentiation, % at 10 µM | hit rate 0.34% among 340,000 | HEK293 T-REx D2, calcium flux, EC20 dopamine potentiation;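 active = potentiation over 3 SD above the plate norm, cut at about 30% in these data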; note: 0% is about no effect
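Potentiation of an EC20 dopamine calcium response is measured in a force-coupled, tetracycline-inducible Hek293 Trex D2 line. Compound-only kinetic reads over 180 s flag agonists before dopamine addition.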
D1 ag: activates the human D1 dopamine receptor. HEK293 T-REx D1 cells, calcium flux, agonist mode. activation, % at 2 µM. hit rate 1% among 360,000. AID 504660; in the data active = activation above about 30%; note: 0% is about no effect
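Inducible HEK293 T-REx D1 cells, force-coupled to calcium signalling, were plated at 4000 cells/well with tetracycline and held overnight at 30 C. After no-wash calcium dye loading, compound-evoked calcium rise over 180 s flagged agonists.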
Glioma ERSR ind: induces the endoplasmic reticulum stress response in human glioma cells | U87-MG GRP78 promoter luciferase reporter, 16 h | Potency, µM, for inactives: at the highest dose activation, usual class: activators | hit rate 0.02% among 420,000; note: potency is the fitted concentration of half-maximal effect; series mostly up to about 76 µM; % of control where 0% means no effect; nearly all actives have a fitted effect of over 35% in size
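ERSR induction read as luciferase luminescence (Bright-Glo, 10 min at room temperature) in stably transfected human U87-MG glioma cells exposed to compounds for 16 h, using GRP78 as sensor.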
* hit, by the source's call. Unless noted, calls come from the whole dose curve; as a rule, active = well fitted curve in the direction sought with a large enough effect; inconclusive = small, poorly fitted or top-dose-only effect, or another doubt; inactive = no such curve, though single readings can be large; an effect the other way counts as inactive or inconclusive.

How did CCN(CC)S(=O)(=O)c1ccc(N2CCOCC2)c(NC(=O)C2=COCCO2)c1 do in these assays?
D1 antag: -3; Vif-A3G inh: -4%; Vif-APOBEC3F blk: 1%; D1 PAM: 0; RXFP1 agonist: 12%; RXFP1 antagonist: -10; D2 potentiator: 6; D1 ag: 1; Glioma ERSR ind: -4%

How did CC1(C(=O)O)CCC(C(=O)Nc2ccc3ccccc3c2)C1(C)C (stereo not drawn) do in these assays?
D1 antag: 4; Vif-A3G inh: 1%; Vif-APOBEC3F blk: -3%; D1 PAM: -4; RXFP1 agonist: -1.7%; RXFP1 antagonist: -2; D2 potentiator: 9; D1 ag: 3; Glioma ERSR ind: 1%

What do the screens show for `Cc1cccc(N2CCN(C(=O)Cn3sc4nc(C)cc(C)c4c3=O)CC2C)c1` (stereo not drawn)?
D1 antag: -18; Vif-A3G inh: -15%; Vif-APOBEC3F blk: -4%; D1 PAM: -8; RXFP1 agonist: 1.3%; RXFP1 antagonist: -28; D2 potentiator: 13; D1 ag: 10; Glioma ERSR ind: -13%

Results for CCOC(=O)c1cc(CC)sc1NC(=O)c1cc(OC)c(OC)c(OC)c1 ?
D1 antag: 4; Vif-A3G inh: 0%; Vif-APOBEC3F blk: -1%; D1 PAM: 0; RXFP1 agonist: 3.9%; RXFP1 antagonist: 1; D2 potentiator: 20; D1 ag: 4; Glioma ERSR ind: -4%

How did CCOC(=O)N1CCN(c2ncc3c(n2)CC(c2ccc(Cl)cc2)CC3=O)CC1 (stereo not drawn) do in these assays?
D1 antag: -15; Vif-A3G inh: 1%; Vif-APOBEC3F blk: -1%; D1 PAM: -6; RXFP1 agonist: -0.5%; D2 potentiator: 0; D1 ag: -1; Glioma ERSR ind: -1%

How did CN(Cc1nc2ccccc2c(=O)[nH]1)CC(O)COCc1ccco1 (stereo not drawn) do in these assays?
D1 antag: 8; Vif-A3G inh: -1%; Vif-APOBEC3F blk: 4%; D1 PAM: -3; RXFP1 agonist: 0.2%; RXFP1 antagonist: 10; D2 potentiator: -7; D1 ag: 2; Glioma ERSR ind: -4%

What do the screens show for `CCOc1ccc(/C=C/C(=O)Nc2ccc3nc(N(CC)CC)cc(C)c3c2)cc1OC`?
D1 antag: 0; Vif-A3G inh: -10%; Vif-APOBEC3F blk: -3%; D1 PAM: 0; RXFP1 agonist: 1.5%; RXFP1 antagonist: 11; D2 potentiator: -10; D1 ag: -1; Glioma ERSR ind: -6%

How did Cc1ccc(Cn2c(C)c3cnn(CC(=O)NCc4ccccc4)c(=O)c3c2C)cc1 do in these assays?
D1 antag: -3; Vif-A3G inh: inconclusive; Vif-APOBEC3F blk: -10%; D1 PAM: -2; RXFP1 agonist: -1.0%; RXFP1 antagonist: -20; D2 potentiator: 5; D1 ag: 8; Glioma ERSR ind: -1%

What do the screens show for `Cc1ccc(NC(=O)Cn2c(=O)cnc3ccccc32)cc1S(=O)(=O)N(C)C`?
D1 antag: 7; Vif-A3G inh: -6%; Vif-APOBEC3F blk: 1%; D1 PAM: -5; RXFP1 agonist: -0.1%; RXFP1 antagonist: -11; D2 potentiator: -1; D1 ag: 6; Glioma ERSR ind: -2%

How did S=C(NCCc1ccccc1)NCc1cccs1 do in these assays?
D1 antag: -29; Vif-A3G inh: -4%; Vif-APOBEC3F blk: -8%; D1 PAM: 0; RXFP1 agonist: 0.1%; RXFP1 antagonist: -2; D2 potentiator: -5; D1 ag: 2; Glioma ERSR ind: -3%

What do the screens show for `Cc1sc(/N=C/c2ccccc2O)c(C#N)c1C`?
D1 antag: 12; D1 PAM: 1; RXFP1 agonist: 4.0%; D2 potentiator: 0; D1 ag: 0

What do the screens show for `CCCCOc1ccccc1/C=N/NC(=O)CC#N`?
D1 antag: 3; Vif-A3G inh: 5%; Vif-APOBEC3F blk: 3%; D1 PAM: -1; RXFP1 agonist: 1.4%; RXFP1 antagonist: 1; D2 potentiator: -6; D1 ag: 4; Glioma ERSR ind: -2%

How did O=C(NCc1ccc(F)cc1)c1cccc2c1C(=O)c1ccc(Cl)cc1S2(=O)=O do in these assays?
D1 antag: 12; D1 PAM: -3; RXFP1 agonist: 4.1%; D2 potentiator: 10; D1 ag: -2

How did Cc1cccc(NC(=O)Nc2ccc(C#N)cc2)n1 do in these assays?
D1 antag: 22; Vif-A3G inh: -1%; Vif-APOBEC3F blk: inconclusive; D1 PAM: 2; RXFP1 agonist: 0.3%; D2 potentiator: 11; D1 ag: 0; Glioma ERSR ind: -3%

Results for CS(=O)(=O)N(CC(=O)NCc1cccnc1)C1CCCCC1 ?
D1 antag: -18; Vif-A3G inh: -1%; Vif-APOBEC3F blk: -18%; D1 PAM: -2; RXFP1 agonist: 19%; RXFP1 antagonist: -3; D2 potentiator: -5; D1 ag: 3; Glioma ERSR ind: 2%

Results for O=C(Nc1cccc(S(=O)(=O)N2CCOCC2)c1)c1ccccn1 ?
D1 antag: 5; Vif-A3G inh: 0%; Vif-APOBEC3F blk: -8%; D1 PAM: -4; RXFP1 agonist: 7.5%; RXFP1 antagonist: -3; D2 potentiator: 16; D1 ag: 4; Glioma ERSR ind: 0%

What do the screens show for `CC(C)CC(=O)N1c2nc(C(C)C)nn2C2(CCCCC2)[C@@H]2CCCC[C@@H]21`?
D1 antag: 14; Vif-A3G inh: 4%; Vif-APOBEC3F blk: 0%; D1 PAM: 5; RXFP1 agonist: -1.5%; RXFP1 antagonist: 10; D2 potentiator: 3; D1 ag: 0; Glioma ERSR ind: -4%

What do the screens show for `CCN(Cc1nc2cc(Cl)ccc2c(=O)[nH]1)C(=O)C1CC(=O)N(c2cccc3ccccc23)C1` (stereo not drawn)?
D1 antag: 4; Vif-A3G inh: -5%; Vif-APOBEC3F blk: -8%; RXFP1 agonist: 0.5%; RXFP1 antagonist: -10; D2 potentiator: 5; D1 ag: 4; Glioma ERSR ind: -3%

Results for NC(=O)CN1C(=O)NC2(CCCc3ccccc32)C1=O (stereo not drawn) ?
D1 antag: -23; Vif-A3G inh: 0%; Vif-APOBEC3F blk: -2%; D1 PAM: 1; RXFP1 agonist: 0.2%; RXFP1 antagonist: 11; D2 potentiator: 3; D1 ag: 2; Glioma ERSR ind: 2%

What do the screens show for `O=C(c1ccc(=O)[nH]c1)N1CCN(S(=O)(=O)c2ccc3ccccc3c2)CC1`?
D1 antag: -5; Vif-A3G inh: 4%; Vif-APOBEC3F blk: -4%; D1 PAM: -5; RXFP1 agonist: 1.7%; RXFP1 antagonist: -2; D2 potentiator: -9; D1 ag: 0; Glioma ERSR ind: 0%

Results for CCCCc1ccc(-n2nc3cc(C)c(NC(=O)c4ccc(C#N)cc4F)cc3n2)cc1 ?
D1 antag: 6; Vif-A3G inh: 1%; Vif-APOBEC3F blk: 3%; D1 PAM: -3; RXFP1 agonist: -0.6%; RXFP1 antagonist: -8; D1 ag: -1; Glioma ERSR ind: -2%

How did CC(=O)N1CCN(c2ccc(NCc3cccc(C)c3)cc2)CC1 do in these assays?
D1 antag: -12; Vif-A3G inh: 3%; Vif-APOBEC3F blk: 6%; D1 PAM: -2; RXFP1 agonist: -0.7%; D2 potentiator: 23; D1 ag: 0; Glioma ERSR ind: 1%

Results for Cc1cccc(NS(=O)(=O)c2cc3c4c(c2)C(C)C(=O)N4CCC3)c1 (stereo not drawn) ?
D1 antag: 2; Vif-A3G inh: -6%; Vif-APOBEC3F blk: 2%; D1 PAM: 1; RXFP1 agonist: 5.3%; RXFP1 antagonist: -11; D2 potentiator: -12; D1 ag: 2; Glioma ERSR ind: -5%

What do the screens show for `CC(=O)Nc1ccccc1-c1nc2ccccc2n(CC(=O)c2ccc(C)c(C)c2)c1=O`?
D1 antag: -2; Vif-A3G inh: -6%; Vif-APOBEC3F blk: inconclusive; D1 PAM: -2; RXFP1 agonist: -3.0%; RXFP1 antagonist: -10; D2 potentiator: -2; D1 ag: 0; Glioma ERSR ind: -3%

How did COc1ccc(C(=O)C(Cc2cc(C(C)=O)ccc2OC)N2CCCC2)cc1 (stereo not drawn) do in these assays?
D1 antag: -4; Vif-A3G inh: -6%; Vif-APOBEC3F blk: -7%; D1 PAM: 0; RXFP1 agonist: 3.7%; RXFP1 antagonist: -9; D2 potentiator: 0; D1 ag: -4; Glioma ERSR ind: 2%

How did CN(C)C(=S)NC1(C)CCS(=O)(=O)C1 (stereo not drawn) do in these assays?
D1 antag: 1; Vif-A3G inh: 1%; Vif-APOBEC3F blk: -1%; D1 PAM: -5; RXFP1 agonist: 0.1%; RXFP1 antagonist: -5; D2 potentiator: -6; D1 ag: 4; Glioma ERSR ind: -4%

How did O=C(NCCc1c[nH]c2ccccc12)C1CCC(Cn2c(=S)[nH]c3ccccc3c2=O)CC1 (stereo not drawn) do in these assays?
D1 antag: -21; Vif-A3G inh: 0%; Vif-APOBEC3F blk: -1%; D1 PAM: -8; RXFP1 agonist: 1.0%; RXFP1 antagonist: -26; D2 potentiator: 6; D1 ag: 2; Glioma ERSR ind: -3%

What do the screens show for `Cn1c(=O)c2c(ncn2CC(=O)OCC(=O)Nc2ccc(Cl)cc2Cl)n(C)c1=O`?
D1 antag: 10; Vif-A3G inh: -6%; Vif-APOBEC3F blk: -2%; D1 PAM: 1; RXFP1 agonist: 5.2%; RXFP1 antagonist: 8; D2 potentiator: 4; D1 ag: 7; Glioma ERSR ind: -2%

What do the screens show for `O=C(O)CC1S/C(=N/N=C/C=C/c2ccccc2[N+](=O)[O-])NC1=O` (stereo not drawn)?
D1 antag: 2; Vif-A3G inh: 1%; Vif-APOBEC3F blk: 5%; D1 PAM: 0; RXFP1 agonist: 3.7%; RXFP1 antagonist: 8; D2 potentiator: -4; D1 ag: 2; Glioma ERSR ind: -2%

An excerpt; the hit share may differ from the screen's.
